High-throughput results deposited in PubChem by National Center for Advancing Translational Sciences (NCATS).
KDM5B inh – KDM5B demethylase inhibition. KDM5B demethylase, FDH-coupled NADH fluorescence (FDH is formaldehyde dehydrogenase). Potency, µM (top dose mostly 57.7 µM), for inactives: at the top dose activity change, negative = inhibition, most hits filed as inhibitors. 220,000 tested, 2.6% active; active = well fitted inhibition curve with a large enough effect; inconclusive = small, poorly fitted or top-dose-only effect; inactive = no such curve, though single readings can be large or run the other way; also: 0% is about no effect; nearly all actives have a fitted effect of over 70% in size
Target sequence (Q9UGL1 whole entry, looked up): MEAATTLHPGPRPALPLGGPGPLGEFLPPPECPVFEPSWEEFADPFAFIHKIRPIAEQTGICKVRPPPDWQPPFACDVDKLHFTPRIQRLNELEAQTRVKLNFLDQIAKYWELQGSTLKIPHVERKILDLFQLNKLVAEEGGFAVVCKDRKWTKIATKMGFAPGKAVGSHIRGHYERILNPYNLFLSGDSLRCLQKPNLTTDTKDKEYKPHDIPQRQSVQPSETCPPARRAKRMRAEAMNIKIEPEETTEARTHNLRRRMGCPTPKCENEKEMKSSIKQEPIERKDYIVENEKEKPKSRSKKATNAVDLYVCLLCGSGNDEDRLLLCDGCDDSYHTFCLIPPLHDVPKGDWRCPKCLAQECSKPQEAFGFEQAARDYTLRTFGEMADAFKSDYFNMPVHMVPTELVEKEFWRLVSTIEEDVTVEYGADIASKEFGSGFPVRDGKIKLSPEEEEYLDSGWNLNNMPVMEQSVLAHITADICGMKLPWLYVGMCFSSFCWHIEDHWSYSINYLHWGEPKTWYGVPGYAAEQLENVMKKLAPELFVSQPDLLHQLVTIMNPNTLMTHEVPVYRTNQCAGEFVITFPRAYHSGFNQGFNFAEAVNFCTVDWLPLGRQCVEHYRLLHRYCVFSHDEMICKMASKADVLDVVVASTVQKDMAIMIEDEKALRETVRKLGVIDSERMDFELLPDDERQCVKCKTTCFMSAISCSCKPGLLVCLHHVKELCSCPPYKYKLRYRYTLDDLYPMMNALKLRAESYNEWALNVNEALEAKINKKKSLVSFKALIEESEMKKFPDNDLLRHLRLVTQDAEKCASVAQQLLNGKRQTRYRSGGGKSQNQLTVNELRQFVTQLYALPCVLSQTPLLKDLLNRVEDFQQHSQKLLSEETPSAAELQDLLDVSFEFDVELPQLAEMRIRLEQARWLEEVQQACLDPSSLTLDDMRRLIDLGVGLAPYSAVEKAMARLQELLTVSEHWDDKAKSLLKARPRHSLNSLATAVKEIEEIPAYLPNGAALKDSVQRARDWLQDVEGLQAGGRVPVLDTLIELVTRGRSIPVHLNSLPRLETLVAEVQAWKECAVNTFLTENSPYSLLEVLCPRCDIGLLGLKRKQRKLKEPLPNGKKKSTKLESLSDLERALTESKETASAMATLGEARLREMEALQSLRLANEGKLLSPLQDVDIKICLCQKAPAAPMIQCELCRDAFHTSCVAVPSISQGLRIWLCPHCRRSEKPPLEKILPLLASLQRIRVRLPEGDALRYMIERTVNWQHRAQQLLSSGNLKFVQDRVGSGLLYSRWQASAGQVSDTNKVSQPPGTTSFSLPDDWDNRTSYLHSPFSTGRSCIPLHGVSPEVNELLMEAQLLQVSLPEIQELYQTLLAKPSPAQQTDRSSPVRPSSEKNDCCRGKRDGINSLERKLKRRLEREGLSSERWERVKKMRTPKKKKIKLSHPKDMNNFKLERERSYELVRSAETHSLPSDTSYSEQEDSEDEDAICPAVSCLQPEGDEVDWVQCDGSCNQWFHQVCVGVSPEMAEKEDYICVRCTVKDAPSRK
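Coupled FDH/NAD⁺ fluorescence readout. KDM5BΔAP 200 nM final; compound titration, 10 min RT preincubation; substrate mix 12.5 µM H3K4me3, 25 µM 2-OG, 50 µM Fe(II), 100 µM ascorbate, 0.25 mM NAD⁺, 0.25 U/mL FDH; ΔRFU over 30 min.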
Active calls of the source: *; ? = inconclusive; & = joins results of further samples; [ ] = dose if it differs, or a comment. Potency is read from the fitted curve at half-maximal effect. This is a subset, so the mix of outcomes need not match the whole.

SMILES | KDM5B inh
CN1c2cc(C(=O)N3CCN(c4ccccc4)CC3)ccc2C(=O)N2CCCCC21 (stereo not drawn) | ?
Cc1c(C(=O)N(Cc2nc3ccccc3c(=O)[nH]2)C(C)C)oc2ccccc12 | -14%
CC(=O)c1ccc(NC(=O)c2cccc(S(=O)(=O)N3CCN(C)CC3)c2)cc1 | 21%
COc1cccc(/C=C/C(=O)c2ccc(O)c(CCCl)c2)c1 | 12%
O=C(N/N=C/c1ccccn1)c1cc(-c2ccc(Cl)s2)[nH]n1 | ?
CC(=O)N1CCOc2cc(S(=O)(=O)NCc3ccc(F)cc3)c(C)cc21 | 9%
COc1ccc(-c2n[nH]c(=S)n2-c2cc(OC)ccc2OC)cc1 | -2%
COc1cccc(NC(=O)CSc2nc(=O)[nH]c3c2CCCC3)c1 | ?
O=[N+]([O-])c1cc(Cl)cc2c1nc(NCCO)c1ccccc12 | 12%
CC(=O)Nc1ccc(-c2csc(Nc3ccc(Br)cc3)n2)cc1 | -10%
COc1ccc(-c2nc(C(C)C)nc3c2CCN(C(=O)c2ccc(Cl)nc2)CC3)cc1 | 12%&-42%
O=c1[nH]c(SCc2ccc(F)cc2)nc2c1cnn2CCO | 6%
CC(NC(=O)c1ccc(NC(=O)C2CC2)s1)c1ccc(Cl)cc1 (stereo not drawn) | ?
CN(C)c1nc(-c2ccncc2)nc2c1CCN(C(=O)c1ccn[nH]1)C2 | 7%
CCC(C)(C)C1CCc2c(sc(NC(=O)C(C)(C)C)c2C#N)C1 (stereo not drawn) | 8%
O=C(Cc1n[nH]c(=O)c2ccccc12)OCC(=O)c1ccc(C2CCCCC2)cc1 | 4%
O=C(N[C@H]1CCN2C(=O)N(c3ccc(F)c(Cl)c3)C(=O)[C@@H]2C1)c1ccncc1 | 16%[86.2 µM]
CC(C)C(=O)NCCc1noc(Cc2ccccc2)n1 | -14%
CC(=O)Nc1ccc(CN2CCN(c3cc(Cl)ncn3)C(=O)C2)cc1 | -12%
O=C(NCc1ccccc1)c1ccc(CSc2nc3cccnc3n2Cc2cccc(F)c2)cc1 | ?
CC(C)c1cc(C(=O)N(C)c2ccccc2)c2ccccc2n1 | 5%
CCCN(CCC)CCNC(=O)Cn1ncc2c([nH]c3ccc(C)cc32)c1=O | ?
COc1ccc([C@H]2C[C@@H](O)[C@@H](O)[C@@H]2NC(=O)c2ccccc2OC)cc1 | 0%[86.2 µM]
Cc1noc([C@@H]2CN(C(=O)c3ocnc3C)C[C@H]2COCC2CC2)n1 | 13%
CC(C)COc1cc(=O)n2c(c1C(=O)N1CCOCC1)CCCCC2 | 31%

3 entries from above, sorted by their value in KDM5B inh, rising.
SMILES | KDM5B inh
O=c1[nH]c(SCc2ccc(F)cc2)nc2c1cnn2CCO | 6%
CC(=O)N1CCOc2cc(S(=O)(=O)NCc3ccc(F)cc3)c(C)cc21 | 9%
CC(=O)c1ccc(NC(=O)c2cccc(S(=O)(=O)N3CCN(C)CC3)c2)cc1 | 21%

Continuation:
SMILES | KDM5B inh
Cc1sccc1/C=N/NC(=O)C1CC1 | -15%
CNC(=O)[C@@H](C1CC1)N1CCC[C@H]1C(=O)N1CCOCC1 | 4%[86.2 µM]
COCc1cc(C[C@H]2CNCC[C@H]2CC(=O)NCc2cccs2)no1 | 5%[86.2 µM]
CC(Sc1nc2sc3c(c2c(=O)n1-c1ccccc1)CCCC3)C(=O)O (stereo not drawn) | -10%
COc1cccc(CC(=O)NCC(=O)N2CCCCCCNC(=O)CC2c2ccccc2)c1 (stereo not drawn) | -6%
Cc1ccc(S(=O)(=O)Nc2ccc(-c3ccccc3)cc2)cc1 | -11%
O=C(CC1CCc2ccccc21)N1CCCN(c2ncccn2)CC1 (stereo not drawn) | ?
Cc1cccc(CC(=O)N2CCC(Cc3nc(-c4ccccc4)no3)CC2)c1 | 2%
O=C(c1ccco1)N1CCN(C(=S)Nc2ccc(Br)cc2Cl)CC1 | 18%
COc1cccc(-c2nc(SCC(=O)NC3CCCC3)c(-c3ccc(C)cc3)[nH]2)c1 | 28%
CC(C)c1noc(CSc2nc(C3CC3)nc3ccccc23)n1 | -1%
CCn1c(SCC(=O)NCc2ccc(C)cc2)nnc1-c1cccs1 | 4%
CCCNC(=O)C1CCc2sc(C(=O)N(C)C)cc2C1 (stereo not drawn) | 33%
O=C(COC(=O)CCC(=O)c1ccc(F)cc1)NC1CCCCCC1 | 17%
Cn1cnc(S(=O)(=O)N2CCc3nnc(C4CC4)n3CC2)c1 | -3%
O=C(c1ccc([N+](=O)[O-])cc1)N1c2ncnn2C2(CCCCC2)[C@@H]2CCCC[C@@H]21 | -7%
COCCn1c(N2CCN(C)CC2)nc2c1c(=O)n(C)c(=O)n2C | 1%
COc1cccc(NC(=O)[C@@H]2C[C@@H](c3cccc(C(F)(F)F)c3)N(Cc3cnn(C)c3)C2)c1 | 7%
CN(Cc1cccc(F)c1)S(=O)(=O)c1cccc2nsnc12 | 11%
CCCC1=Nc2cc(C(=O)NC3CCCC3)ccc2Sc2ccc(C)cc21 | -3%
CCOC(=O)c1noc2ncnc(N3CCC(C)CC3)c12 | 1%
CC(NC(=O)CCc1c[nH]c2ccccc12)c1cccs1 (stereo not drawn) | -2%
CCOCCOC(=O)COc1ccc2c(=O)c(Oc3ccc(OC)cc3)coc2c1 | 19%
COc1cccc(CNC(=O)C2CCC(CNS(=O)(=O)c3ccc(Br)s3)CC2)c1 (stereo not drawn) | -13%
CN1c2cc(C(=O)NCc3ccc(OC(F)(F)F)cc3)ccc2C(=O)N2CCCCC21 (stereo not drawn) | ?
SMILES | KDM5B inh
Nc1nc(CCCNC(=O)C2NCCc3[nH]cnc32)cs1 (stereo not drawn) | 25µM*
CC1CCN(S(=O)(=O)NCc2ccnc(OCc3ccccc3)c2)CC1 | -9%
CNC(=O)NC(=O)C(C)N(C)CCCCc1ccccc1 (stereo not drawn) | 15%
Cc1nc2ccc(S(=O)(=O)NCC(=O)Nc3ccc(F)cc3F)cc2s1 | -19%
O=C(O)/C=C/C(=O)c1ccccc1 | ?
COc1cccc(NC(=O)CN(C)C(=O)Cc2c(C)nc3ccccc3c2C)c1 | -2%
COC(=O)c1sc2ccccc2c1S(=O)(=O)N1CCN(c2ccc(C(C)=O)cc2)CC1 | -16%
Cc1ccc(OC(=O)CSc2nnc(-c3cccs3)o2)c(C)c1 | -15%
CC(=O)c1c(C)nn(CCC(=O)N[C@@H]2CCOC[C@H]2OCCO)c1C | -7%
O=C(NCc1ccccc1)c1nc2c(o1)CCN(Cc1c(F)cccc1F)CC2 | ?
CC(C)(C)c1ccc(-c2nnc(SCC(=O)N3CCCC3)n2C2CCCC2)cc1 | 18%
CN1CCN(Cc2ccccc2Oc2ccc(C(F)(F)F)cn2)CC1 | 9%
CCOc1ccc(NC(=O)NCc2nc(-c3ccc(C)cc3)oc2C)cc1 | 12%
Cc1ccc2nc(/C(C#N)=C/c3ccccc3F)[nH]c2c1 | ?
COc1ccc2[nH]cc(S(=O)(=O)c3ccc(C)c(C)c3)c(=O)c2c1 | -1%
CC1(C)CC(=O)C2=C(C1)OC1=C(C(=O)CC(C)(C)C1)C2c1ccc(-c2ccccc2C(=O)O)o1 | 1%
CCOC(=O)N1CCc2c(sc(NCc3cccs3)c2C(=O)Nc2cc(Cl)ccc2OC)C1 | ?
Cc1ccc(NC(=O)CSc2sc3c(O)cc(=O)[nH]c3c2C#N)c(F)c1 | -1%
CC(C)OC(=O)c1cccc(NC(=O)Cn2nnc3sc4c(c3c2=O)CCCC4)c1 | -18%
O=C1Nc2ccccc2OCC12CCN([S+](=O)([O-])c1ccccc1)CC2 | -22%
COc1ccc(CN2C(=O)O[C@@H]3CN(Cc4nc[nH]c4C)C[C@@H]32)cc1OC | 13%
COc1ccccc1OCCNC(=O)C1CCCCC(=O)N1 (stereo not drawn) | 3%
COc1ccc(C(=O)Nc2ccc3nc(SCC(=O)N4CCc5ccccc54)sc3c2)cc1 | ?
CCC(=O)NCCn1c(C)nc2cc(S(=O)(=O)N3CCOCC3)ccc21 | 3%
COc1cccc(CCN2CC[C@H]3CN(C(=O)c4ccccc4)CC[C@H]3CC2=O)c1OC | 6%
SMILES | KDM5B inh
Cc1cc(C)cc(OCC(=O)Nc2ccc(-c3nc4ncccc4o3)cc2C)c1 | ?
CS(=O)(=O)c1ccc(OC[C@H]2C[C@@H](NC(=O)c3cccnc3)[C@H](O)[C@@H]2O)cc1 | -2%
COc1cc(C(=O)N2CCC(c3nc4ccccc4s3)CC2)cc(OC)c1OC | -5%
CCCCCCOc1ccc(C(=O)Oc2ccc(-c3ccc(CCC)cn3)cc2)cc1 | -7%
Cc1ccccc1OCC(=O)Nc1ccc(OCc2cc(=O)n3ccsc3n2)cc1 | -6%
N#Cc1ccccc1CSc1nccc(C(F)(F)F)n1 | -8%
CN(CC1CCOC1)S(=O)(=O)c1cccc(Cl)c1 (stereo not drawn) | 4%
CCCc1nc(C(=O)NC2CCCc3nc(N(C)C)ncc32)cs1 (stereo not drawn) | 25µM*
COc1cccc(/C=N/NC(=O)Cn2cnc3c2c(=O)n(C)c(=O)n3C)c1OC | ?
COc1cccc(CN(C)C(=O)c2cc3cc(Br)ccc3[nH]2)c1 | 6%
CCC(CC)NC(=O)Cc1nn(C)c(=O)c2ccccc12 | 10%
COc1ccc(NC(=O)CCn2c(-c3ccc(F)cc3)cc(C(C)=O)c2C)c(OC)c1 | ?
COCCn1c(SC(C)C#N)nnc1-c1ccc(Cl)cc1 (stereo not drawn) | -3%
O=C(O)CSC(=O)c1ccccc1Cl | -13%
CC(=O)N1CCN(c2cc(-c3noc([C@@H]4CCCN4C4CCC4)n3)ccn2)CC1 | ?
COc1cc(Nc2ncc3c(n2)CCN(Cc2cc(Br)cs2)C3)cc(OC)c1 | -19%
CCCn1nc(C(=O)N(C)Cc2ccc(F)cc2)c2ccccc2c1=O | 15%
O=C(Cc1coc(-c2ccccc2)n1)NC1CCCC1 | 11%
COC[C@@H]1CN(S(=O)(=O)C(C)C)C[C@H]1c1ccncc1 | 22%
Cc1cc(C)nc(NC2=NCC(=O)N2c2ccc(F)c(Cl)c2)n1 | -1%
CC(C)c1ccc([S+](=O)([O-])c2nnn3c2nc(NCc2ccncc2)c2ccccc23)cc1 | 79µM*
CC(c1cccs1)N(C)S(C)(=O)=O (stereo not drawn) | 11%[115 µM]
Cc1ccc(N2CC(NC(=O)c3cccs3)CC2=O)cc1 (stereo not drawn) | 14%
O=C(NC1CCCN(c2cc(-c3ccc(F)cc3)[nH]n2)C1)c1ccccc1Cl (stereo not drawn) | -10%
Cc1ccc(NC(=O)C2CCN(c3cc(C)nc4c(-c5ccc(Cl)cc5)c(C)nn34)CC2)c(C)c1 | ?

Single entries from the entries so far:
For KDM5B inh, COCCn1c(N2CCN(C)CC2)nc2c1c(=O)n(C)c(=O)n2C has 1%
For KDM5B inh, COc1cccc(CCN2CC[C@H]3CN(C(=O)c4ccccc4)CC[C@H]3CC2=O)c1OC has 6%
For KDM5B inh, COc1ccc(CN2C(=O)O[C@@H]3CN(Cc4nc[nH]c4C)C[C@@H]32)cc1OC has 13%
For KDM5B inh, CC(C)OC(=O)c1cccc(NC(=O)Cn2nnc3sc4c(c3c2=O)CCCC4)c1 has -18%
For KDM5B inh, CNC(=O)NC(=O)C(C)N(C)CCCCc1ccccc1 (stereo not drawn) has 15%

Next section:
SMILES | KDM5B inh
O=C(CN1C(=O)S/C(=C\c2ccccc2Cl)C1=O)Nc1ccc2oc(=O)ccc2c1 | 17%
COc1cc(NC(=O)N2CC3CCCN3c3ccccc32)cc(OC)c1OC (stereo not drawn) | ?
COc1cccc(C(=O)NCCc2csc(-c3ccccn3)n2)c1 | ?
Cc1nn(C)c(C)c1CCNC(=O)CCC[C@H]1NC[C@@H]2C[C@H]1CN(Cc1ccccc1)C2 | ?
COc1ccc(-c2nc3nccc(-c4ccco4)n3n2)c(OC)c1 | 22µM*
O=C(NC[C@H]1O[C@H](Cc2cc(-c3ccccc3)on2)CC[C@@H]1O)N1CCOCC1 | 6%[86.2 µM]
COc1cccc(CNC(=O)N2CCC(N3CC4CC(C3)[C@H]3CCCC(=O)N3C4)CC2)c1 (stereo partly drawn) | 0%
O=S(=O)(NCc1ccnc(N2CCOCC2)c1)c1ccc(Cl)cc1C(F)(F)F | ?
CCCNC(=O)NC1CCc2nn(CC3CC3)c(=O)n2CC1 (stereo not drawn) | -8%
CC(C)c1ccc(-c2noc(SCC(=O)N3CCN(c4ccccc4F)CC3)n2)cc1 | -26%
CC(=O)Nc1ccc(-c2csc(Nc3ccc(O)cc3)n2)cc1 | ?
N#Cc1cccc(CN2C[C@H](O)C[C@H]2c2nc(Cc3ccccc3)no2)c1 | -33%[86.2 µM]
Cc1ccc(C)c(N2CCN(C(=O)CCCCCn3c(=O)[nH]c4ccccc4c3=O)CC2)c1 | ?
CCCOc1cc(OCCC)c2c(=O)cc(-c3ccccc3)oc2c1 | -3%
CC1CCCCN1S(=O)(=O)NC1CCN(c2ncccn2)CC1 (stereo not drawn) | -13%
O=[S+]([O-])(c1ccccc1)N1CCn2c(nnc2C2CCCNC2)C1 (stereo not drawn) | -23%

3 compounds already listed, sorted by formula weight, high to low.
SMILES | KDM5B inh
CC1CCCCN1S(=O)(=O)NC1CCN(c2ncccn2)CC1 (stereo not drawn) | -13%
CCCOc1cc(OCCC)c2c(=O)cc(-c3ccccc3)oc2c1 | -3%
CC(=O)Nc1ccc(-c2csc(Nc3ccc(O)cc3)n2)cc1 | ?

In the list so far, 5 have a CF3 group.
SMILES | KDM5B inh
COc1cccc(NC(=O)[C@@H]2C[C@@H](c3cccc(C(F)(F)F)c3)N(Cc3cnn(C)c3)C2)c1 | 7%
CN1c2cc(C(=O)NCc3ccc(OC(F)(F)F)cc3)ccc2C(=O)N2CCCCC21 (stereo not drawn) | ?
CN1CCN(Cc2ccccc2Oc2ccc(C(F)(F)F)cn2)CC1 | 9%
N#Cc1ccccc1CSc1nccc(C(F)(F)F)n1 | -8%
O=S(=O)(NCc1ccnc(N2CCOCC2)c1)c1ccc(Cl)cc1C(F)(F)F | ?
